# TLR9-MyD88 inh: inhibitors of human TLR9-MyD88 binding; Q9NR96+Q99836; CHO BLA complementation TLR9-MyD88, CCF4 FRET ratio; inhibition, % at 4.98 µM; 0.21% of 340,000 active; AID 504734;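 active means inhibition above the mean over all tested compounds plus 3 SD, cut at about 21% in these data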;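 further: 0% = DMSO only wells and 100% = clavulanate BLA inhibitor control wells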
# SRC1 inh: human NCOA1 inhibition. HEK293 GAL4-SRC1 luciferase reporter, luminescence. Q15788. 0.12% of 360,000 active. inhibition, % at 3.6 µM;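 active means inhibition above the campaign mean plus 3 SD, with each screening campaign given its own cutoff, cut at about 60% in these data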;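 further: 0% = DMSO treated cells and 100% = gossypol at 36 µM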
# COUP-TFII inh: blocks human COUP-TFII nuclear receptor. P24468. HEK293T NGFI-A luciferase reporter, luminescence. inhibition, % at 8.6 µM. 0.7% of 370,000 active. AID 686940;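 active means inhibition above a per-plate cutoff, mean inhibition of test wells between control levels plus 3 SD, cut at about 38% in these data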;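 further: cells cotransfected with COUP-TFII expression vector driving the NGFI-A reporter; 0% = median of COUP-TF2 test wells and 100% = reporter-only cells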
# Target sequence (P24468 whole entry, looked up): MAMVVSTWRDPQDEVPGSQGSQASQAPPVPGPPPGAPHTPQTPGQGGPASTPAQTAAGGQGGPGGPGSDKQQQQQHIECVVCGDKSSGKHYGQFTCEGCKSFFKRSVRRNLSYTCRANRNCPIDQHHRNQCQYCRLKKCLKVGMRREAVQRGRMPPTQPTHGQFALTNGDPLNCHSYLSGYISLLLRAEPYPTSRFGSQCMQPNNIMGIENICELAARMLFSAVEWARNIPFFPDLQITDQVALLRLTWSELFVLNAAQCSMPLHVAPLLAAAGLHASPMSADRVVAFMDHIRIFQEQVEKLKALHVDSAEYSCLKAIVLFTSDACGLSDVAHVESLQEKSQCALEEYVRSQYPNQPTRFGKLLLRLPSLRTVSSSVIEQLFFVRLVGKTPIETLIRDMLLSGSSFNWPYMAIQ
# MC4R antagonist: human MC4R antagonism in cAMP assay. 0.48% of 360,000 active. inhibition, % at 6.5 µM. AID 540295. MC4R-expressing cells, MTII-stimulated cAMP, LANCE TR-FRET;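 active means inhibition above its plate's cutoff, the mean of tested wells on that plate plus 3 SD, cut at about 29% in these data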;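 further: 0% = Melanotan II alone and 100% = Melanotan II plus saturating MCL0020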
#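 Assay system: U2OS-MC4R stable cell line; Also added: Melanotan II; Technique: Eu-cAMP/anti-cAMP TR-FRET, emission 671 nm; Times: 30-min compound, 1-h challenge, 1-h detection, room temperature.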
# NOD2-RIPK2 inh: inhibitors of human NOD2-RIPK2 interaction. O43353. CHO BLA complementation NOD2-RIPK2, CCF4 ratio. inhibition, % at 4.98 µM. 0.38% of 360,000 active. AID 624267; in the data active means inhibition above about 21%;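 further: 0% = vehicle only and 100% = reference blocker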
# SRC2 inh: human SRC2 (NCOA2) inhibition | Q15596 | HEK293 GAL4-SRC2 luciferase reporter, luminescence | inhibition, % at 9 µM | 0.17% of 370,000 active | AID 651957;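 active means inhibition above the mean inhibition of all tested compounds plus 3 SD, set per campaign, cut at about 52% in these data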;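 further: 0% = DMSO treated cells and 100% = cells given Gossypol at 36 µM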
# LMP1 NFkB inh: inhibitors of Epstein-Barr LMP1-induced NF-kappaB reporter. LMP1-induced NF-kappaB luciferase reporter cells, luminescence. AID 504558. inhibition, % at 12.5 µM. 0.69% of 350,000 active; in the data active means inhibition above about 41%;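 further: 0% = neutral control wells and 100% = reference inhibitor control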
# LRH-1 inv ag: suppresses constitutive activity of human LRH-1 | inhibition, % at 3.6 µM | 0.13% of 360,000 active | HEK293T StAR-luciferase reporter, LRH-1 transfected, 24 h | O00482;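 active means inhibition above the mean inhibition of all tested compounds plus 3 SD, cut at about 73% in these data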;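 further: 0% = DMSO wells and 100% = reporter-only cells lacking LRH-1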
# Target sequence (O00482 whole entry, looked up): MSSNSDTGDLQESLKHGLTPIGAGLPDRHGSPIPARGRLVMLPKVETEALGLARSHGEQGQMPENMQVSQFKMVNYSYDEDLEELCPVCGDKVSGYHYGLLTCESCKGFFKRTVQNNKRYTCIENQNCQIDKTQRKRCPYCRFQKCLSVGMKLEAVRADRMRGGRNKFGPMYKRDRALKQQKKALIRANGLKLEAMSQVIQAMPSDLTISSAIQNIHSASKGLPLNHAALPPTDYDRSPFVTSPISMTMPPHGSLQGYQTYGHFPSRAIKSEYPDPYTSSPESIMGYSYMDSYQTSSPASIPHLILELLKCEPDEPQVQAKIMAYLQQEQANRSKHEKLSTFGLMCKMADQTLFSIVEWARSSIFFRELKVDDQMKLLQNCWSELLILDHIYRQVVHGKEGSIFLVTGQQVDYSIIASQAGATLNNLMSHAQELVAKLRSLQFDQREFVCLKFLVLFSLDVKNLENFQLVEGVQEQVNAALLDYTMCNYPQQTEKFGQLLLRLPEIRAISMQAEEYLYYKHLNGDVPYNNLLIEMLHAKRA
# MC4R ag barr: human MC4R agonism via beta-arrestin. activation, % at 8.9 µM. P32245. U2OS MC4R beta-arrestin complementation, luminescence; percent of melanotan II response, DMSO zero. 0.98% of 360,000 active;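 active means activation above a per-plate cutoff, the mean activation of sample wells on that plate plus 3 SD, cut at about 8% in these data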
# ABHD5 PLIN5 PPI: ABHD5-PLIN5 protein interaction inhibition; 0.78% of 360,000 active; AID 602281; inhibition, % at 4 µM; Split G. princeps luciferase complementation, luminescence, 4 h;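 active means inhibition above the mean inhibition across every tested compound plus 3 SD, cut at about 22% in these data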;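 further: 0% = DMSO only wells and the 100% control is not disclosed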
# SRC3 inh: human NCOA3 inhibition; 0.17% of 360,000 active; inhibition, % at 3.6 µM; AID 588352; Q9Y6Q9; HEK293 GAL4-SRC3 luciferase reporter, luminescence;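 active means inhibition above a per-campaign cutoff, the mean of all compounds plus 3 SD, cut at about 60% in these data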;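 further: 0% = DMSO-treated cells and 100% = gossypol-treated cells at 36 µM; higher means less SRC3-driven luciferase light from the GAL4 reporter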
# Active calls of the source: *; · = no result given; & = joins results of further samples. These rows are one share of the data. The share of hits here may be higher or lower than overall.
SMILES,TLR9-MyD88 inh,SRC1 inh,COUP-TFII inh,MC4R antagonist,NOD2-RIPK2 inh,SRC2 inh,LMP1 NFkB inh,LRH-1 inv ag,MC4R ag barr,ABHD5 PLIN5 PPI,SRC3 inh
Cc1ccc(C(=O)Oc2coc(CSc3nnc(NC(=O)C4CC4)s3)cc2=O)cc1C,4.2,-17.6,10.4,-4.8,-12.6,21.2,-3.1,-37.8,-1.0,2.4,-25.0
Cc1[nH][nH]c(=O)c1C=NCc1cccnc1,-0.2,-12.8,-10.2,-3.2,6.5,-14.3,-3.3,9.9,-0.9,-3.1,6.7
O=C(NCc1cccc(Cl)c1)c1ccc(-n2ccnc2)c2ccoc12,·,-13.2,-12.0,1.6,-4.3,-23.7,·,-28.8,-0.8,8.2,-14.1
CCN(CC(=O)NCc1cccs1)C(=O)CCCOc1ccccc1,-0.2,-1.0,-6.2,6.4,11.7,-5.1,0.3,-2.4,-2.1,-2.2,-11.9
O=c1oc2ccc3ccccc3c2c2c1SC(C(F)(F)F)C2 (stereo unspecified),-0.5,-2.6,·,0.7,1.9,·,1.4,13.2,-0.2,-1.2,-0.8
COc1cccc(-c2sc3ccc(OC)cc3c2-c2ccc(OCCN3CCOCC3)cc2)c1,-10.0,5.9,6.1,9.5,1.7,14.4,1.7,1.6,0.2,0.4,4.0
Cc1cc(C)cc(OCC(=O)OCC(=O)NC2CCCC2)c1,4.2,-16.1,1.6,5.4,-3.6,3.7,-0.3,0.2,-1.2,-8.2,19.8
C/C(=C\c1ccccc1)C(=O)n1nnc2ccccc21,3.1,-50.0,-1.7,-1.6,7.6,2.9,3.7,-6.3,-0.4,-7.6,-14.7
COc1cccc(NC(=O)CN(C)C(=O)c2cc(C)on2)c1,-1.0,-13.0,-9.3,0.0,-4.7,13.3,0.7,11.3,-3.7,0.5,-11.2
N#Cc1ccc(C(=O)Nc2ccc(S(=O)(=O)NC3=NCCCCC3)cc2)cc1,5.2,-1.1,7.5,21.2,-7.6,5.2,7.2,22.2,2.5,1.8,8.1
CCOC(=O)C1CCN(C(=O)c2cccc(S(=O)(=O)Nc3ccc(C)cc3C)c2)CC1,-1.2,1.8,15.1,-2.3,5.1,5.6,1.7,6.3,3.2,8.9,20.8
OCCOCCNc1ncnc2c1c(-c1ccccc1)cn2-c1ccccc1,7.5,-26.8,0.6,6.5,-7.8,-18.5,6.1,13.1,-2.1,-0.4,18.8
COc1ccc(S(=O)(=O)N(CCCN2CCCC2=O)Cc2cc3cc(C)c(C)cc3[nH]c2=O)cc1,1.4,-17.9,16.8,3.2,2.3,-29.2,-3.8,6.4,-0.8,8.5,7.7
CCOc1cc(/C=N/Nc2nc(N3CCCC3)nc(N3CCCC3)n2)ccc1O,-3.6,-7.6,-2.0,-5.0,-5.7,3.8,-2.1,27.8,1.6,12.3,4.0
CCN=C(Nc1ccc2c(c1)OCO2)SC1CC(=O)N(c2ccccc2F)C1=O (stereo unspecified),6.9,-8.8,-1.9,11.7,-4.7,0.3,4.3,-0.1,1.2,-6.1,1.9
O=c1[nH]c(CN2CCN(S(=O)(=O)c3ccc4ccccc4c3)CC2)nc2ccccc12,-6.3,-3.0,3.0,25.4,-0.5,6.1,5.2,-1.4,3.1,-3.3,-6.4
CCOc1cc(/C=N/NC(=O)c2ccc(=O)n(C)c2)ccc1O,-0.8,-5.5,3.4,-3.6,-3.5,-26.4,0.7,24.0,-0.6,0.3,-1.6
COCC(=O)N1CCCC(C(=O)c2ccc(-c3ccccc3)c(F)c2)C1 (stereo unspecified),-10.8,-8.3,29.5,12.2,-7.5,-14.9,-0.2,-21.9,-0.8,-1.2,-1.2
O=C(c1ccc(COc2ccc(Cl)cc2)o1)N1N=C(C(F)F)CC1(O)C(F)F (stereo unspecified),14.7,-2.0,15.9,-5.0,-5.6,1.2,5.7,22.7,8.7*,-5.0,9.6
COc1ccc(CNc2cccc(F)c2)cc1Br,-6.7,-38.8,-18.1,-1.1,-15.4,-14.2,-1.7,20.9,2.3,5.0,4.0
CC(=O)Nc1ccc(C(=O)OCC(=O)NCc2cccs2)cc1,3.0,-18.3,-6.5,-2.8,2.3,1.8,4.0,15.6,-2.1,0.3,7.2
CCOc1ccc(NC(=O)CC2C(=O)N(c3cccc(OC)c3)C(=O)N2CCOC)cc1 (stereo unspecified),-8.6,7.9,13.7,-5.7,-13.6,-2.3,1.1,4.6,-1.4,0.0,22.1
C/C(=N\Nc1ccccn1)c1ccc(OC(F)F)cc1,-2.6,-48.7,-22.9,-3.0,-4.0,-10.8,-12.6,-85.2,-1.0,3.2,-2.3
Cc1ccc(Cc2nnc3n(-c4cccc(C)c4)nc(C(=O)c4ccccc4)n3c2=O)cc1,-6.8,-22.8,2.8,15.5,-1.5,-22.6,8.3,-13.2,0.9,2.3,-4.8
COc1ccc(CN(C)C(=O)c2cc(S(=O)(=O)N3CCCCCC3)ccc2OC)cc1OC,-4.1,-12.7,13.7,4.2,-20.1,-6.8,12.7,19.1,1.4,10.9,5.2
COc1ccc(NC(=O)c2ccc3c(c2)NC(=O)CS3)cc1S(=O)(=O)Nc1ccc(Br)cc1,-0.7,-3.6,7.6,4.9,2.6,6.0,-12.3,-6.1,-2.2,6.6,9.8
CCc1ccc2[nH]c3nc(SCCN4CCOCC4)nnc3c2c1,-16.0,-48.6,11.3,15.0,-2.3,-35.9,1.7,-42.8,-0.1,1.3,-25.1
CCC(=O)c1ccc(OCC(=O)OCC(=O)NCc2cccs2)cc1,-1.4,-3.7,9.5,20.6,-2.8,-26.6,0.6,-10.2,2.1,5.5,-4.1
Cc1onc(-c2ccccc2)c1C(=O)N1CCC(CO)(Cc2ccccc2)CC1,2.3,-6.7,-15.8,-1.9,-9.3,-1.9,-6.9,10.4,0.5,0.7,3.9
CC1(C)CC(=O)C2=C(C1)N(c1cccnc1)C(N)=C(C#N)C2c1cccs1 (stereo unspecified),-4.8,-0.5,15.0,1.4,7.5,5.0,9.5,11.4,-2.0,1.1,18.6
COc1ccc(Br)cc1CN(C)CC(=O)NCCc1ccccc1,4.5,17.9,19.8,11.5,-3.6,12.2,-14.6,11.3,1.5,6.4,3.3
O=C(CC1C[C@H](C(=O)N2CCOCC2)[C@@]2(CCC3CCCC3)c3[nH]c4ccccc4c3CCN2C1=O)NCCC1=CCCCC1 (stereo partly specified),-0.6,-24.8,5.3,-2.4,-5.0,-17.8,-4.6,13.1,-2.0,-1.4,-0.9
O=C(COC(=O)c1ccc(Cl)c(Cl)c1)NC1CCCC1,-6.0,-12.3,3.4,3.3,-5.3,0.4,·,-7.4,0.0,3.0,-7.7
O=C(COc1ncnc2ccccc12)Nc1ccc(S(=O)(=O)N2CCOCC2)cc1,-3.9,0.0,-17.5,-2.5,9.8,-8.9,-0.9,7.0,-3.2,-10.1,11.7
COc1ccc2nc(NC(=O)CSc3nc(SC)ns3)sc2c1,8.2,-19.2,-16.9,-0.3,-3.6,-10.9,-4.5,-37.1,-0.7,-10.3,-35.6
COc1ccc(C2CC(c3cccs3)=NN2C(=O)CSC2=NN3CCCC(=O)N=C3S2)cc1 (stereo unspecified),-10.5,-6.3,6.7,8.1,-7.2,-11.7,-2.0,-1.2,-0.4,4.4,-15.2
COc1ccccc1N1CCN(C(=O)C2CCN(C(=O)c3cccc(Cl)c3)CC2)CC1,-9.3,11.5,27.0,3.8,-13.4,5.9,18.8,-12.0,-1.3,1.0,8.1
CCCOc1ccc(N2C(=O)CC(N3CCC(O)(c4cccc(C(F)(F)F)c4)CC3)C2=O)cc1 (stereo unspecified),-4.8,-1.9,-12.4,-0.8,-5.1,-14.4,0.9,1.2,0.9,-2.5,14.3
O=C(COC(=O)c1cc(S(=O)(=O)N2CCOCC2)ccc1O)NCC1CCCO1 (stereo unspecified),0.8,-22.8,-1.8,3.9,-8.6,-11.5,6.6,-7.5,-1.5,4.3,8.4
CC1=C(C(=O)OCC(C)C)[C@]23C(=O)c4ccccc4[C@@]2(O1)OC(N)=C3C#N,2.6,-3.2,-8.9,0.3,-5.0,-14.4,-8.1,15.8,-2.5,1.2,0.4
O=C(COC(=O)c1ccc(S(=O)(=O)N2CCCCC2)cc1)NCc1ccccc1,3.9,-12.1,4.3,0.6,-11.9,-19.6,-0.7,-0.5,-0.1,2.3,2.1
O=C(Nc1cccc(C(=O)O)c1)/C(=C\c1ccc2c(c1)OCO2)NC(=O)c1ccccc1Cl,6.5,-16.3,-1.0,10.7,-1.4,-18.6,-1.8,2.2,-1.6,3.4,10.9
Cc1ccc(CN2C(=O)CCC2C(=O)NCCc2ccccc2)cc1 (stereo unspecified),-17.8,-61.2,0.2,13.4,1.4,2.4,0.1,4.2,-0.5,1.1,0.4
CC(C)CC(c1nnnn1C1CCCC1)N1CCN(c2ccccc2F)CC1 (stereo unspecified),2.3,-5.7,7.2,0.5,-2.2,-12.1,3.5,-3.8,0.4,4.1,-8.0
O=C(Nc1cc(Cl)ccn1)C1(c2ccccc2)CC1(Cl)Cl (stereo unspecified),-4.1,15.7,16.6,10.0,-15.0,-31.7,0.1,-0.4,11.2*,-4.5,13.8
O=C(Nc1cccc(Cl)c1)c1cc([N+](=O)[O-])ccc1N1CCN(CCO)CC1,-2.4,-7.1,-4.2,-4.8,-1.8,14.2,-1.3,-11.4,-0.8,10.8,17.9
Cn1c(SCC(=O)NC2CCCCC2)nnc1-c1cccc(N)c1,-2.8,-7.5,21.7,1.0,-3.1,-11.8,2.8,21.9,0.6,-6.5,19.7
O=C(NCCc1ccncc1)Nc1ccc(Cl)c(Cl)c1,-4.6,-22.6,-4.7,16.5,-0.4,-12.6,3.8,1.9,2.4,-0.1,10.8
COc1ccc(C2Nc3ccccc3C(=O)N2Cc2ccco2)cc1CN1C(=O)c2ccccc2C1=O (stereo unspecified),1.2&-12.8,0.4&-3.1,6.2&7.8,1.9&0.4,-9.1&-3.3,-4.7&-1.7,2.5&5.3,7.7&-34.9,-0.8&-2.4,6.0&9.3,-0.6&2.9
CC(=O)OCC[n+]1c(C)n(-c2ccccc2)c2ccc(Cl)cc21,-1.4,-17.4,17.7,12.7,-3.4,-5.7,4.8,1.3,-1.4,-0.7,-7.7
COCCn1c(SCC(=O)N(C)c2c(N)n(Cc3ccccc3)c(=O)[nH]c2=O)nnc1-c1cccc(C)c1,-0.4,9.7,-10.7,-0.6,-4.3,-2.5,4.9,4.3,-3.6,5.1,-7.6
